ERp5 block: inhibitors of human ERp5; Q15084; ERp5 insulin aggregation, absorbance 650 nm, 90 min; inhibition, % at 9.99 µM; 0.05% of 350,000 active;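 active = mean replicate inhibition above about 25%, with every replicate also reaching it, limit read from the data, passing the limit was not always enough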
Target sequence (Q15084 whole entry, looked up): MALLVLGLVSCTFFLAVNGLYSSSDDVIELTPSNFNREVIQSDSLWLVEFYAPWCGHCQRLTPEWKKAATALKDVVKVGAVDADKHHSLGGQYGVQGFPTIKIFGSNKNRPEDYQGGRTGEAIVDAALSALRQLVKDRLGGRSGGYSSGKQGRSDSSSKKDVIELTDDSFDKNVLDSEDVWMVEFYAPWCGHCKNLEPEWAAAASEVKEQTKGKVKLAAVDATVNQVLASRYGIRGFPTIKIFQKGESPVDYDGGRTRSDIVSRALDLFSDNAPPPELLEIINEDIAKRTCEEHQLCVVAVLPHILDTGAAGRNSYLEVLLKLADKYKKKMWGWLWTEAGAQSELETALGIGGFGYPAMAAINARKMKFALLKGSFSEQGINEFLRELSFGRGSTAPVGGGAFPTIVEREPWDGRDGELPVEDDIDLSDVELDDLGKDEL
ARNT TACC3 PPI: disruptors of human ARNT/TACC3 interaction | AID 623870 | Q9Y6A5 | 0.66% of 390,000 active | inhibition, % at 9.99 µM | AlphaScreen His-ARNT PAS-B/GST-TACC3 binding, luminescence; TACC3 fragment carries E629A point mutation;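 active = mean inhibition of replicates at least 50% and at least half of replicates each reaching 50%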;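 note: 0% = complete ARNT plus TACC3 wells and 100% = ARNT alone without TACC3; many hits fall short of the cut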
Statin myotox sup: protects C2C12 myotubes from simvastatin toxicity; rescue of ATP level, % at 7.49 µM; 0.78% of 330,000 active; ATP luminescence, 48 h; scaled: DMSO 0, geranylgeraniol control 100; AID 602340;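 active = mean ATP rescue above about 67%, or every replicate alone reaching that limit, limit read from the data, passing the limit was not always enough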;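 note: myotubes were challenged with 10 µM simvastatin during compound exposure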
SIRT5 block: sirtuin-5 (human) deacylase inhibition. Q9NXA8. Purified SirT5, succinyl-peptide AMC, trypsin-coupled fluorescence. inhibition, % at 15 µM. 1.1% of 330,000 active. AID 652115; in the data active = inhibition above about 15%
Target sequence (Q9NXA8 whole entry, looked up): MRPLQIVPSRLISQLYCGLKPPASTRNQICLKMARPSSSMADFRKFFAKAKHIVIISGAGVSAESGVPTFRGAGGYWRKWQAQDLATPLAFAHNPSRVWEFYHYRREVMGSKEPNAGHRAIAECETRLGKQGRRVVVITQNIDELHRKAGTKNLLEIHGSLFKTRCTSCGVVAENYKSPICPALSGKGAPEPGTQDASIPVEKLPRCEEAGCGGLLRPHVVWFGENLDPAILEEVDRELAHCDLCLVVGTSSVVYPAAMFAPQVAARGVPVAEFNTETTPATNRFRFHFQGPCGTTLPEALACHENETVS
esBAF inh: inhibitors of esBAF chromatin remodeling in mouse ES cells. Bmi1-luciferase knock-in reporter, 24 h; 100% = twice the neutral-well signal. reporter increase, % at 12.5 µM. 2% of 350,000 active. AID 602393; in the data active = activation above about 40%;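 note: 0% = median of the plate's neutral control wells and 100% = double that signal; a rise in the Bmi1 reporter signal indicates esBAF inhibition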
Cneo AK release: Cryptococcus neoformans lysis via adenylate kinase release. C. neoformans lysis, adenylate kinase release luminescence, 4 h; normalised: neutral wells 0, clomiphene wells 100. lysis activity, % at 15 µM. 0.2% of 360,000 active;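 active = mean lysis activity across replicates of at least 80%, whatever share of replicates individually reach that level; inactive = mean lysis activity below 80%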
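Assay system: log-phase C. neoformans yeast / Quantity: yeast cell density of 5 × 10^6 cells/mL / Medium: fresh YPD growth medium / Compound: single dose / Timing: static 4 h at 37 °C with compound, 1 h detection / Measured by: adenylate kinase release luminescence / Read-out: lysis from increased AK signal / Benchmarks: Clomiphene as positive lysis control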
miR-122 sensor: miR-122 inhibition in Huh7 cells. Huh7 miR-122 Renilla luciferase sensor, 48 h; neutral wells = 0, positive control = 100. activation (reporter increase), % at 12.5 µM. 0.3% of 340,000 active;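 active = mean replicate activation score at least 90 and every replicate individually at or above 90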;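 note: higher luciferase means less miR-122 activity so hits act as miR-122 inhibitors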
Starred values were filed as active, the others as inactive; · = no result given; & = joins results of further samples; [ ] = another dose, or the depositor's remark.

SMILES	ERp5 block	ARNT TACC3 PPI	Statin myotox sup	SIRT5 block	esBAF inh	Cneo AK release	miR-122 sensor
C[C@@H]1CN([C@H](C)CO)S(=O)(=O)c2ccc(-c3ccccc3)cc2O[C@@H]1CN(C)Cc1cncnc1	-3	-4	-30	3	-2	-1	6[16.7 µM]
CCC(CO)Oc1cc(NC(=O)c2ccc(OC)cc2)c2ncn(C(C)C)c2c1 (configuration not stated)	-3	-5&-3	5	3	-2	-4	6
Cc1cc(/C=N/n2cnnc2)c(C)n1-c1ccc(Cl)cc1Cl	·	9	97*	·	9	-2	-7
COCCNC(=O)c1cnn2c(C(F)F)cc(-c3ccccc3)nc12	0	2	·	-1	·	·	·
CN(C(=O)CSc1ncccn1)C1CCS(=O)(=O)C1 (configuration not stated)	-8	-1	-6	-4	-4	-3	3
Cc1ccc2c(c1)c1nnc(SCC(=O)NC3CC3)nc1n2C	2	-4	2	-5	-1	-1	6
COc1cccc(C(NC(C)=O)c2nc(-c3ccc(OC)nc3)cs2)c1 (configuration not stated)	-6	·	10	0	1	-2	4
COc1ccc(NC(=O)C(=O)NCC(=O)Nc2cc(OC)ccc2OC)cc1	3	-3	·	-3	·	0	2
Cc1noc(C)c1S(=O)(=O)N1CCCC(C(=O)NC2CCCCC2)C1 (configuration not stated)	-71	-14	-11	0	4	-1	1
NC(=O)N/N=C/c1ccc(-c2ccc([N+](=O)[O-])cc2)o1	0	-5	·	0	·	·	·
Cc1sc(NC(=S)NC(=O)C(C)(C)C)c(C(N)=O)c1C	·	0	12	·	47*	-1	·
O=C(NCC1CCCO1)c1ccc2c(c1)N(Cc1ccc(F)cc1)CCS2 (configuration not stated)	9	-1	5	-20	-6	2	1
Cc1nnc(C)c2c(C)n(-c3ccc4ncccc4c3)c(C)c12	-3	-7	2	-1	-6	5	-6
O=C(Nc1ccccc1N1CCN(C(=O)c2ccccc2)CC1)c1cc2ccccc2o1	·	0	16	·	8	-1	1
COc1ccccc1NC(=O)COC(=O)c1ccccc1OCC(=O)Nc1ccc(SC(F)F)cc1	-5	0	·	·	·	5	0
CN(C)c1ccc(CN(C(=O)c2ccccc2Br)C2CCS(=O)(=O)C2)cc1 (configuration not stated)	3	4	-6	2	0	0	-5
CCOC(=O)[C@H]1[C@H]2COc3cc(OC)ccc3[C@@H]2N2C(=O)CN(CC3CCCO3)C(=O)[C@@]12C (some centres not stated)	0	-3	-21	·	7	0	-2
CC(C)(C)S(=O)N1Cc2cc(CO)cc(-c3ccccc3)c2[C@@H]1CCO (some centres not stated)	2	2	-8	-3	0	3	-3
O=C(O)C[C@H]1C=C[C@H](NC(=O)c2ccccc2F)[C@@H](CO)O1	1	4	1	1	3	-2	·
COc1cccc(NC(=O)C2(C)CCN2C(C)C)c1OC (configuration not stated)	0	·	50	4	-2	-1	7
CC(C)CCOc1ccc(C(=O)NCC(c2ccco2)N(C)C)cc1 (configuration not stated)	8	-2	2	-3	7	0	1
COCCN=C1N[C@@H](c2ccccc2)C(C(=O)OC)=C(C)N1Cc1ccccc1	2	0	110*	-1	-3	1	10
CCOC(=O)c1ccc(NC(=O)CSc2ncccn2)cc1	·	-3	10	·	1	-3	3
CCOC(=O)C1CCCN(S(=O)(=O)c2ccc3c(c2)C(C)(C)C(=O)N3C)C1 (configuration not stated)	-5	·	1	4	2	-2	-3
Cn1c(=O)oc2cc(S(=O)(=O)N3CCC(C(=O)N4CCN(c5ccc(F)cc5)CC4)CC3)ccc21	3	-2	-5	-4	3	0	-8
O=C(NCCS(=O)(=O)NCCc1ccccc1)c1ccccc1	-1	-18	6	4	25	-3	12
NC(=O)NNC(=S)Nc1cccc2ccccc12	3	1	·	-2	·	·	·
CCCN(CC(=O)Nc1ccccc1OC)C(=O)CCC(=O)c1ccc(F)cc1	-2	-1	10	3	2	1	-13
CCc1ccc2c(COn3nnc4ccc(S(=O)(=O)N(C)C)cc43)cc(=O)oc2c1	·	0	3	·	-6	-2	-1
O=C(NC1CC1)C(=O)c1c[nH]c2ccccc12	0	0	6	-1	13	2	-1
COc1ccc2nc(NC(=O)c3ccco3)sc2c1	0	-5	7	3	-57	-10	·
O=C(CSc1nnc2ccccn12)NCc1ccc2c(c1)OCO2	2	5	-6	-1	0	·	-15
COc1ccccc1P(=O)(c1ccccc1)c1ccc([N+](=O)[O-])cc1 (configuration not stated)	1	-2	2	-2	-2	0	-4
CCCOc1ccc(-c2nnn(CC(=O)c3ccc4c(c3)OCCO4)n2)cc1	4	-16	0	1	1	0	-6
CN(C)c1ccc(/C=N/NC(=O)C(O)(c2ccccc2)c2ccccc2)o1	·	0	-41	·	-3	1	-7
CC(=O)N1c2ccccc2C(C)(C)C2CCC(C)CC21 (configuration not stated)	·	-3	3	·	7	-5	-1
O=C(O)c1ccccc1/C=N/N1CCN(C2c3ccccc3-c3ccccc32)CC1	-2	·	·	2	·	-1	0
Cc1ccc(OCC(=O)NCCN2CCCC2)cc1	·	14	·	·	-11	4	-5
Cc1ccc(S(=O)(=O)NCCN=C(CN2CCOCC2)NS(=O)(=O)c2ccc(C)cc2)cc1	·	-5	·	·	·	-1	1
CCOC(=O)Nc1nc(-c2ccc(F)cc2F)cs1	0	25	·	12	·	·	·
Cc1ccccc1S(=O)(=O)N1CCN(c2ccc3c(c2)C2CC3CCN2C(=O)OCc2ccccc2)CC1 (configuration not stated)	-5	·	-40	-3	25	1	-6
CCCCCOc1ccc(/C(C)=N/NC2=NCCN2)cc1	3	4	-1	-1	-3	-3	3
O=C(Oc1ccc2c(=O)c(Oc3ccc4ccccc4c3)coc2c1)c1ccco1	·	-17	·	·	·	3	-6
COc1ccc(C#Cc2ccc([C@H]3[C@@H](CO)N4CCCCN(Cc5ccccc5F)C[C@H]34)cc2)cc1	5	28	1	-1	1	15	-24[16.7 µM]
CCn1c(SCC(=O)c2ccc(C)cc2)nnc1-c1ccncc1	·	9	·	·	1	3	-3
CCCNc1nc(Nc2ccc(C)c(Cl)c2)c2cnn(C)c2n1	-4	0	-5	-7	-6	0	4
COc1cc(Cl)c(CN2CCCC(CO)(Cc3cccc(Cl)c3)C2)cc1OC (configuration not stated)	3	-2	8	-4	-5	4	4
O=C(O)c1ccc(Nc2nc(-c3ccccc3)nc3ccccc23)cc1	1	-9	-11	39*	-3	-4	9
O=C(CSc1nnc(Nc2ccccc2)s1)NC1CC1	7	-1	6	-1	12	-2	1
COc1cccc(C2c3c(oc4ccccc4c3=O)C(=O)N2CCCN2CCOCC2)c1OC (configuration not stated)	-2	4	·	-1	·	1	4
Cc1ccc(NCc2ccccc2O)c(C)c1	3	-7	·	-2	·	·	·
CC(=O)Nc1ccc(-c2cc3ccccc3o2)cc1	·	-5	10	·	27	-3	-23
CCN(CC(=O)Nc1ccccc1C(F)(F)F)C(=O)c1ccc(NC(=O)c2cccs2)cc1	-2	·	9	·	4	0	5
CCOC(=O)CN1C(=O)C(O)=C(C(C)=O)C1c1ccc([N+](=O)[O-])cc1 (configuration not stated)	·	-9	-8	·	-8	5	1
CCOc1ccc(-c2cnc3cccnn23)cc1	-3	·	6	1	38	-18	16
COC(=O)c1sc2ccccc2c1NC(=O)c1ccc(S(=O)(=O)N2CCCCC2C)cc1 (configuration not stated)	1	-6	·	-1	·	·	·
O=S(=O)(NC(=S)NC1CCCCC1)c1ccc(Br)cc1	4	-1	8	-4	4	1	-2
CCCCN1C(=O)N(c2nnc(C(C)(C)C)s2)C(O)C1c1ccc(C)cc1 (configuration not stated)	-5	-4	7	-3	-9	·	·
O=C(O)C[C@H]1CC[C@H](NC(=O)c2ccncc2)[C@H](CO)O1	5	3	-2	-1	-1	1	3[16.7 µM]
COc1ccc(-c2ccc3n(c2=O)C[C@@H]2[C@@H](CO)[C@H](C(=O)NC4Cc5ccccc5C4)N[C@H]32)cc1	5	-13	49	-42	1	0	-4[16.7 µM]

In another format: entries from further up
Below each SMILES: ERp5 block, ARNT TACC3 PPI, Statin myotox sup, SIRT5 block, esBAF inh, Cneo AK release, miR-122 sensor
O=C(O)c1ccc(Nc2nc(-c3ccccc3)nc3ccccc23)cc1
→ 1, -9, -11, 39*, -3, -4, 9
O=C(CSc1nnc(Nc2ccccc2)s1)NC1CC1
→ 7, -1, 6, -1, 12, -2, 1
COc1cccc(C2c3c(oc4ccccc4c3=O)C(=O)N2CCCN2CCOCC2)c1OC (configuration not stated)
→ -2, 4, ·, -1, ·, 1, 4
Cc1ccc(NCc2ccccc2O)c(C)c1
→ 3, -7, ·, -2, ·, ·, ·

Next section
SMILES	ERp5 block	ARNT TACC3 PPI	Statin myotox sup	SIRT5 block	esBAF inh	Cneo AK release	miR-122 sensor
COc1ccc(NC(=O)C(=O)NCCCn2ccnc2)cc1	2	-1	·	-1	·	·	·
O=C(O)c1ccc(F)c(S(=O)(=O)Nc2ccccc2Cl)c1	5	-6	·	1	·	·	·
CC(C)NC(=O)Nc1ccc2c(c1)CC(=O)N([C@@H](C)CO)C[C@@H](C)[C@H](CN(C)C(=O)NC1CCCCC1)O2	-3	0	7	0	2	-3	0[16.7 µM]
O=C(COC(=O)c1ccc(S(=O)(=O)NCc2ccco2)cc1)NC1CCCCCC1	3	-3	4	-3	1	-1	-6
CCOC(=O)N1CCN(S(=O)(=O)c2ccc(C(=O)Nc3ccc4c(c3)C(=O)NC4=O)cc2)CC1	3	-7	·	·	·	1	-1
C[C@H]1CN([C@@H](C)CO)C(=O)Cc2cc(NC(=O)Nc3cccc4ccccc34)ccc2O[C@H]1CN(C)S(=O)(=O)c1ccc(Cl)cc1	8	3	45	·	4	-7	-4[16.7 µM]
Nn1c(COc2ccc(Cl)cc2)n[nH]c1=S	0	4	-8	-6	2	0	·
Cc1ccc(NC(=O)CN2CCCN(S(=O)(=O)c3ccc(Br)s3)CC2)cc1	13	-4	·	-3	-1	10	3
O=C(CSC1=NCCN1)Nc1cccc(C(F)(F)F)c1	3	-9	·	-5	·	·	·
COC(=O)c1ccc(C2c3[nH]c4ccccc4c3C[C@H]3C(=O)N(C)CC(=O)N23)cc1 (some centres not stated)	1	-6	1	-3	-1	-1	11

In the list so far, these contain an NH in an aromatic ring.
SMILES	ERp5 block	ARNT TACC3 PPI	Statin myotox sup	SIRT5 block	esBAF inh	Cneo AK release	miR-122 sensor
O=C(NC1CC1)C(=O)c1c[nH]c2ccccc12	0	0	6	-1	13	2	-1
Nn1c(COc2ccc(Cl)cc2)n[nH]c1=S	0	4	-8	-6	2	0	·
COC(=O)c1ccc(C2c3[nH]c4ccccc4c3C[C@H]3C(=O)N(C)CC(=O)N23)cc1 (some centres not stated)	1	-6	1	-3	-1	-1	11

Compound activity deposited in PubChem by Broad Institute.
